# Assay outcomes deposited in PubChem by The Scripps Research Institute Molecular Screening Center.
# CHRM1 agonist – activates human CHRM1 receptor; CHO-K1 hM1, Fluo-8 calcium fluorescence, agonist mode; 0% DMSO, 100% acetylcholine EC100; activation, % at 3 µM; actives 0.33% (n = 360,000); AID 588814;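 active = activation above the run's mean compound activation plus 3 SD, cut at about 16% in these data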;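 note: peak over basal fluorescence ratio within a 140 s kinetic read after compound addition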
# CHO-K1 Ca ag – counter-screen for M1 agonists: effect in parental CHO-K1 cells. Fluo-8 calcium fluorescence; scaled to maximal ATP response, vehicle zero. activation, % at 3 µM. actives 0.48% (n = 360,000); in the data active = activation above about 15%;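 note: untransfected CHO-K1 host cells lacking M1 receptor as counterscreen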
# TAAR1 agonist – human TAAR1 agonism; AID 624467; activation, % at 3 µM; actives 0.99% (n = 360,000); CHO RD-HGA16 TAAR1, Fluo-8 calcium fluorescence; vehicle wells 0%, saturating PEA agonist 100%;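 active = activation above the mean activation of all test compounds in the run plus 3 SD, cut at about 38% in these data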
# Target sequence (Q96RJ0 whole entry, looked up): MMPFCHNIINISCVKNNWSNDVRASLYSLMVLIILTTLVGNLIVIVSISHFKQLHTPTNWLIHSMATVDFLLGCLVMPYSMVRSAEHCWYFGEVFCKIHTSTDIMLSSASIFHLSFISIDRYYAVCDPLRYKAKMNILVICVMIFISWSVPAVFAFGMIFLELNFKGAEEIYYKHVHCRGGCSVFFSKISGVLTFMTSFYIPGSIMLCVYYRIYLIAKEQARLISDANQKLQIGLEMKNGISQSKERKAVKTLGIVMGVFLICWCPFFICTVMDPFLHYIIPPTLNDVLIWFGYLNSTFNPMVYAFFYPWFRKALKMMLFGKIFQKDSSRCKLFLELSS
#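 System: CHO-derived RD-HGA16 cells with stable Gα16 and human TAAR1. Times: 17-24 h plating, Fluo-8 75 min 37 °C, 30 min RT. Measured by: calcium-sensitive Fluo-8 signal, excitation 470-495, emission 515-575 nm. Read-out basis: % activation relative to PEA EC100 response. Control set: DMSO and PEA EC100. Repeats: no replicates (n 1).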
# TAAR1 antagonist – antagonists of human TAAR1 | CHO RD-HGA16 TAAR1, Fluo-8 calcium fluorescence, antagonist | actives 1.5% (n = 360,000) | inhibition, % at 3 µM | AID 624466 | Q96RJ0;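 active = inhibition above a per-plate cutoff, the mean inhibition of test compounds on that plate plus 3 SD, cut at about 49% in these data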;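 note: 0% = DMSO plus EC80 beta-PEA response and 100% = DMSO alone without agonist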
#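 test system = CHO RD-HGA16 cells bearing hTAAR1 | replication = singlicate | controls = DMSO-only wells and EC80 β-PEA-stimulated wells | reagent = EC80 β-phenethylamine stimulus | read-out basis = percent inhibition of PEA-evoked calcium signal, max/basal emission ratio | schedule = seeding 17-24 h prior, 75-min 37 °C, 30-min RT dye loading | signal = kinetic Fluo-8 calcium fluorescence measurement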
# M1 PAM parental – M1 PAM counterscreen hit in parental CHO-K1 cells. ATP EC20, Fluo-8 calcium fluorescence; 0% at ATP EC20, 100% at ATP max. activation, % at 3 µM. actives 0.02% (n = 360,000);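 active = activation above the run cutoff, the mean activation of all test compounds plus 3 SD, cut at about 40% in these data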;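 note: peak over basal fluorescence ratio in a 140 s read after ATP addition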
# V1aR counter – V1a receptor agonism, counter-screen for OXTR agonists; P37288; CHO-V1R cells, Fluo-8 calcium fluorescence, agonist mode; 0% DMSO, 100% 3 nM vasopressin; activation, % at 3 µM; actives 0.25% (n = 320,000); AID 2797;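 active = activation above the mean activation of all tested compounds plus 3 SD, per screening run, cut at about 20% in these data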;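 note: signal is peak over basal fluorescence ratio across a 100 second FLIPR read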
# OXTR potentiator – potentiators of human oxytocin receptor | AID 2445 | activation, % at 3 µM | actives 0.061% (n = 320,000) | CHO-OTR cells, Fluo-8 calcium fluorescence, potentiator mode; 0% = oxytocin EC15, 100% = EC100;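 active = activation above that plate's cutoff, the mean activation of tested compounds plus 3 SD, cut at about 6.6% in these data, passing the limit was not always enough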;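 note: 100% uses oxytocin at 75 nM as the full agonist control; some results filed as inactive read as strong as hits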
# Target sequence (P30559 whole entry, looked up): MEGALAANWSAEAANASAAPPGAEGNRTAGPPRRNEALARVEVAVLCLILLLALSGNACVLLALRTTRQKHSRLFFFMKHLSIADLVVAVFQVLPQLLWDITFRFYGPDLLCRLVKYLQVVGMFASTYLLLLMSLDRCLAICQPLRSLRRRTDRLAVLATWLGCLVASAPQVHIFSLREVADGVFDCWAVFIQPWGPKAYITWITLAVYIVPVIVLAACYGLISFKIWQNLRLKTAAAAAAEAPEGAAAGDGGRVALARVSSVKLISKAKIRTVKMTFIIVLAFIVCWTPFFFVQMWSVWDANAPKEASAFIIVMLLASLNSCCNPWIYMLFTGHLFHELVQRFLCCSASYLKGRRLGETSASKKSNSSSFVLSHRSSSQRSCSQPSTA
#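 Replication – single well per compound, singlicate · Assay system – CHO cell line stably expressing human OTR · Timing – 6 min pre-incubation, 100 s read · Measure – normalized max/min fluorescence ratio, % activation · Doses – 3.0 µM, one dose · Detection – Fluo-8 calcium dye fluorescence · Probe or stimulus – oxytocin near EC15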
# CHO-K1 Ca antag – counter-screen for M1 antagonists: effect in parental CHO-K1 cells. ATP-induced calcium, Fluo-8 fluorescence. actives 0.6% (n = 360,000). inhibition, % at 3 µM;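 active = inhibition above a per-plate cutoff, the plate's mean sample inhibition plus 3 SD, cut at about 24% in these data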;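 note: 0% = DMSO plus EC80 ATP and 100% = DMSO alone without ATP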
# CHO parental Ca – signal in parental CHO cells, OX1R antagonist counter-screen | parental CHO-K1, ATP-induced calcium, Fluo-8 fluorescence | inhibition, % at 5.6 µM | actives 0.63% (n = 330,000);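 active = inhibition above that plate's mean sample inhibition plus 3 SD, cut at about 26% in these data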;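 note: 0% = ATP-challenged DMSO wells and 100% = DMSO wells without ATP; some compounds past the cut are filed as inactive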
#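 Material – parental CHO cells · Reagent – ATP stimulus · Compound – single nominal dose of 5.6 µM per compound · Detection – Fluo-8 fluorescence · Read-out basis – percent inhibition of calcium signal · Controls – ATP-challenged DMSO wells low, unchallenged DMSO wells high · Repeats – no replicates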
# Starred values were filed as active, the others as inactive; / = not tested or not shown. This is a random part of the collection (roughly 3.3% active in at least one column).
SMILES,CHRM1 agonist,CHO-K1 Ca ag,TAAR1 agonist,TAAR1 antagonist,M1 PAM parental,V1aR counter,OXTR potentiator,CHO-K1 Ca antag,CHO parental Ca
COc1ccc(Nc2nnc(SC(C(=O)Nc3ccc(OC)c(Cl)c3)c3ccccc3)s2)cc1 (configuration not stated),-6,0.3,-1,7,29,0.5,-11,-10,-2
Nc1nonc1C(=O)N1CCCC1,-9,0.2,2,-14,15,0.0,-7,-15,-2
COC(=O)C(CC(=O)c1ccccc1)CC(=O)c1ccccc1,-4,1.5,-1,-11,-11,0.6,-14,-10,-11
Cc1nn(C(C)C(=O)N/N=C/c2ccc(N(C)C)cc2)c(C)c1[N+](=O)[O-] (configuration not stated),-3,0.5,2,-22,-4,3.4,0,-8,-12
CSc1nnc(-c2ccccc2)n1C,-4,0.0,-1,-2,3,0.2,-13,3,6
CN(Cc1cnccn1)C(=O)CC1C(=O)NCCN1Cc1c(F)cccc1Cl (configuration not stated),-4,0.6,2,-24,-2,-0.3,-7,-13,3
C=CCNC(=O)Nc1ccc2oc(C)nc2c1,-2,0.4,9,-2,21,-0.1,3,-15,-14
COc1ccc(S(=O)(=O)NCCc2c[nH]c3ccc(Cl)cc23)cc1,3,2.6,2,7,26,1.7,-4,-15,-9
COc1cc(C(=O)OCC(=O)N(CC(C)C)C2CCS(=O)(=O)C2)ccc1OCC(C)C (configuration not stated),-2,0.1,4,-22,4,-0.1,2,4,-13
CC(C)(C)c1ccc(Cn2nnc3c(=O)[nH]c(C4CCCN(C(=O)Cc5cccs5)C4)nc32)cc1 (configuration not stated),-1,-0.8,6,-15,16,0.2,-1,-2,-38
CC(C)N=C1NN=C(c2cccs2)CS1,-2,0.5,1,1,23,-0.8,-5,-15,-6
COc1ccc(C(=O)Oc2cc(N)n(S(=O)(=O)c3ccc(C)cc3)n2)cc1,-3,0.8,2,3,15,-0.6,-4,-10,-20
COCCn1nnnc1C(c1ccc(OC)cc1)N1CCN(c2ccccc2F)CC1 (configuration not stated),-2,0.4,1,-24,15,0.1,-11,-11,-12
COc1ccc(NC(=O)CSc2ccccc2)cc1S(=O)(=O)N1CCOCC1,-2,0.6,3,-2,-9,0.5,-5,15,-8
O=c1c(-c2nn[nH]n2)coc2ccc(Cl)cc12,0,0.7,0,-9,-15,0.6,-1,-6,-19
CC(=O)N1CCc2c(sc(NC(=O)c3ccc(S(=O)(=O)N(C)C)cc3)c2C#N)C1,4,0.1,0,-14,17,0.1,-1,-2,4
O=[N+]([O-])c1ccc(S(=O)(=O)N/N=C/c2ccco2)cc1,-2,-0.5,8,-15,1,0.4,-5,-3,-9
COc1ccc(CCNC(=O)CCCC(=O)n2nc(C)c3ccccc32)cc1OC,-2,1.9,-1,-17,-8,1.6,-6,-6,-7
O=C(CCCn1c(SCc2cc(=O)n3ccccc3n2)nc2ccccc2c1=O)NCC1CCCO1 (configuration not stated),-3,0.4,3,-7,15,2.1,-3,-12,-12
CCOc1cc2[nH]c(=O)n(CCCCCC(=O)NCc3ccco3)c(=O)c2cc1OCC,-2,0.0,0,-18,-4,-0.1,3,4,-1

# Already shown: entries from further up.
SMILES,CHRM1 agonist,CHO-K1 Ca ag,TAAR1 agonist,TAAR1 antagonist,M1 PAM parental,V1aR counter,OXTR potentiator,CHO-K1 Ca antag,CHO parental Ca
Nc1nonc1C(=O)N1CCCC1,-9,0.2,2,-14,15,0.0,-7,-15,-2
COC(=O)C(CC(=O)c1ccccc1)CC(=O)c1ccccc1,-4,1.5,-1,-11,-11,0.6,-14,-10,-11
Cc1nn(C(C)C(=O)N/N=C/c2ccc(N(C)C)cc2)c(C)c1[N+](=O)[O-] (configuration not stated),-3,0.5,2,-22,-4,3.4,0,-8,-12
CSc1nnc(-c2ccccc2)n1C,-4,0.0,-1,-2,3,0.2,-13,3,6
CN(Cc1cnccn1)C(=O)CC1C(=O)NCCN1Cc1c(F)cccc1Cl (configuration not stated),-4,0.6,2,-24,-2,-0.3,-7,-13,3
C=CCNC(=O)Nc1ccc2oc(C)nc2c1,-2,0.4,9,-2,21,-0.1,3,-15,-14

# The results go on.
SMILES,CHRM1 agonist,CHO-K1 Ca ag,TAAR1 agonist,TAAR1 antagonist,M1 PAM parental,V1aR counter,OXTR potentiator,CHO-K1 Ca antag,CHO parental Ca
CN(C)S(=O)(=O)c1cccc(NC(=O)COC(=O)c2ccc3c(c2)OCO3)c1,-8,4.5,3,-3,17,2.0,-6,-16,-6
COc1ccccc1C(=O)Cc1ccccc1,-4,-0.1,1,-6,3,/,/,-9,/
CCC(NC(=O)c1ccccc1NC(=O)C(C)(C)C)C(=O)N1CC(C)OC(C)C1 (configuration not stated),-2,0.1,1,6,8,-0.4,-4,-12,-22
Nc1ccc2c(c1)C(=O)c1cc(Cl)c(Cl)cc1-2,-3,-0.3,0,8,-5,/,/,0,/
Cc1ccc(S(=O)(=O)N2C[C@H]3C(=O)C[C@@H](c4ccccc4F)N(S(=O)(=O)c4ccc(C)cc4)[C@H]3C[C@H]2c2ccccc2)cc1,12,-0.4,1,-5,-9,/,/,31*,/
Cc1ccc(/C=N/NC(=O)c2ccc3ccccc3c2)s1,-3,-0.2,-1,6,-16,0.6,0,25*,-7
COc1ccc(-c2cc3ccc(OCC(C)=O)cc3oc2=O)cc1OC,-2,2.6,1,-36,7,-0.2,4,-13,-7
O=C(O)CCNC(=S)Nc1cccc(F)c1,-3,0.2,1,-6,16,1.0,-12,-8,-9
Cc1cccc(NC(=O)c2cc(-c3cc(C)ccc3O)n[nH]2)c1,6,1.1,2,-10,5,0.7,-8,-10,6
COc1ccc(NC(=O)C2(C)CCN2C)cc1OC (configuration not stated),-2,0.8,1,-17,9,/,/,13,/
CCOC(=O)c1c(-c2ccc(Cl)cc2)c(C#N)c(=O)n(N)c1N,-3,0.0,6,2,-6,-0.8,-16,-1,-14
O=C(Nc1c(-c2ccccc2)nc2ncccn12)c1cc2ccccc2oc1=O,-5,1.6,1,-53,20,-1.0,-2,-4,-17
Cn1c(C(=O)N2CCCCCC2)cc2c(=O)n(C)c3ccccc3c21,-3,3.4,10,20,11,2.7,-7,7,-10
CC(C)c1ccc(/C=C/C(=O)N2CCc3ccccc3C2)cc1,-6,2.3,2,31,-6,2.8,-9,7,-11
CCc1ccc(/C=N/NC(=O)Cc2ccc(OC)c(OC)c2)s1,-2,2.4,3,0,17,/,/,-5,/
CN1C(=O)/C(=C/c2ccc(O)c([N+](=O)[O-])c2)NC1=S,-5,-0.8,4,-5,-1,-1.6,-4,8,-1
CC1=NC(C)(C)Cc2ccccc21,-4,0.1,3,-3,6,0.0,-10,-5,-7
Cc1nc(N2CCN(C)CC2)c2cc(-c3ccccc3)sc2n1,-7,1.8,1,-3,16,0.3,-9,-16,-11
Clc1ccc2nc(-c3cccc(Br)c3)c(Cc3ccsc3)n2c1,-5,-0.6,-2,-24,-12,/,/,19,/
Cc1cccc(OCCn2c(=O)oc3ccc(C)cc32)c1,-6,0.1,2,2,-1,-1.3,-2,10,-12
O=C(CCn1cccn1)N1CCCC(Nc2ccc(F)c(F)c2)C1 (configuration not stated),-4,0.8,0,-9,1,/,/,-6,/
COc1ccc(OCCCCN2CCC(C)CC2)cc1,-8,0.4,2,-8,10,0.4,-12,-6,-7
O=C(CCCOC(=O)c1ccc(O)cc1O)c1ccc(Br)cc1,0,6.7,1,30,-8,/,/,9,/
Cc1cccc(C)c1NC(=O)C1CC(=O)N(C(C)C)C1 (configuration not stated),-3,0.1,5,-5,16,-0.5,-4,-13,-14
COC(=O)CC(NC(=O)Nc1ccc(C)cc1)c1cccc([N+](=O)[O-])c1 (configuration not stated),-1,0.9,8,-8,-5,-0.6,-7,-5,-28
CCCCc1c(-c2ccc(OC)c(OC)c2)ncn1CCc1ccccc1OC,/,7.2,59*,58*,3,/,/,-5,/
CCOC(=O)c1sc(NC(=O)C(CC)Sc2nc3ccccc3[nH]2)nc1C (configuration not stated),-5,-0.4,9,-6,-5,-0.9,-1,21,-19
COc1ccc(NC(=O)c2ccc3ccccc3c2)cc1NS(=O)(=O)c1ccc(F)cc1,-11,1.0,1,7,18,0.2,-6,-10,-17
CC(=O)N1c2ccc(S(=O)(=O)N3CCCC3)cc2CC1C(=O)NCc1ccc(OC(C)C)cc1 (configuration not stated),-2,2.8,2,-8,29,-0.2,-3,-21,-18
O=C(Nc1ccc(Cl)cc1)c1ccc(-n2cncn2)c([N+](=O)[O-])c1,2,6.6,36,39,8,8.4,-6,0,-4
Cc1cc(C)cc(NC(=S)N(Cc2ccc(Br)cc2)Cc2ccc(C(=O)O)cc2)c1,-3,-0.1,1,35,-10,0.6,-8,-2,-12

# Quoted at random: 7 entries already listed, in no set order.
SMILES,CHRM1 agonist,CHO-K1 Ca ag,TAAR1 agonist,TAAR1 antagonist,M1 PAM parental,V1aR counter,OXTR potentiator,CHO-K1 Ca antag,CHO parental Ca
COc1ccc(OCCCCN2CCC(C)CC2)cc1,-8,0.4,2,-8,10,0.4,-12,-6,-7
Cc1cccc(C)c1NC(=O)C1CC(=O)N(C(C)C)C1 (configuration not stated),-3,0.1,5,-5,16,-0.5,-4,-13,-14
CCCCc1c(-c2ccc(OC)c(OC)c2)ncn1CCc1ccccc1OC,/,7.2,59*,58*,3,/,/,-5,/
COc1ccc(NC(=O)c2ccc3ccccc3c2)cc1NS(=O)(=O)c1ccc(F)cc1,-11,1.0,1,7,18,0.2,-6,-10,-17
Cc1cc(C)cc(NC(=S)N(Cc2ccc(Br)cc2)Cc2ccc(C(=O)O)cc2)c1,-3,-0.1,1,35,-10,0.6,-8,-2,-12
CC(=O)N1c2ccc(S(=O)(=O)N3CCCC3)cc2CC1C(=O)NCc1ccc(OC(C)C)cc1 (configuration not stated),-2,2.8,2,-8,29,-0.2,-3,-21,-18
O=C(Nc1ccc(Cl)cc1)c1ccc(-n2cncn2)c([N+](=O)[O-])c1,2,6.6,36,39,8,8.4,-6,0,-4
